Bioassay records deposited in PubChem by National Center for Advancing Translational Sciences (NCATS).
TRHR agonist: agonists of human TRH receptor; P34981; TRHR cells, calcium flux fluo-8, FDSS agonist mode; activation, % at 2 µM; hit rate 0.18% among 360,000; in the data active means activation above about 30%; further: 0% is about no effect
Target sequence (P34981 whole entry, looked up): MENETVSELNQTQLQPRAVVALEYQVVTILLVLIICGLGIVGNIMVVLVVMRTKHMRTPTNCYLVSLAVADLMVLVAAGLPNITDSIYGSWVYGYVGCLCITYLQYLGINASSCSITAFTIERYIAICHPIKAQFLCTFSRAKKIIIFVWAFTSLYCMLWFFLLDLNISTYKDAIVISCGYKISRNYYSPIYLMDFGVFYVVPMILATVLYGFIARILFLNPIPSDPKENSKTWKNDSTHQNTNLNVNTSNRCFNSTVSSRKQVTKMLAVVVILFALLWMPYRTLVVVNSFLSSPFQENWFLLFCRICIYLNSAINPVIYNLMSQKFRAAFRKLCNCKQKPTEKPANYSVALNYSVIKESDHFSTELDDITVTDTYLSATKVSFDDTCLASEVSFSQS
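Fluo-8-loaded TRHR cells; 10 s baseline, compound added, kinetic Ca2+ fluorescence read 1/s, agonist mode.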
D1 PAM: human D1 dopamine receptor positive modulation; P21728; hit rate 0.036% among 360,000; HEK293 TREx D1 cells, calcium flux, dopamine EC20 potentiation; potentiation, % at 10 µM; in the data active means potentiation above about 30%; further: 0% is about no effect
Target sequence (P21728 whole entry, looked up): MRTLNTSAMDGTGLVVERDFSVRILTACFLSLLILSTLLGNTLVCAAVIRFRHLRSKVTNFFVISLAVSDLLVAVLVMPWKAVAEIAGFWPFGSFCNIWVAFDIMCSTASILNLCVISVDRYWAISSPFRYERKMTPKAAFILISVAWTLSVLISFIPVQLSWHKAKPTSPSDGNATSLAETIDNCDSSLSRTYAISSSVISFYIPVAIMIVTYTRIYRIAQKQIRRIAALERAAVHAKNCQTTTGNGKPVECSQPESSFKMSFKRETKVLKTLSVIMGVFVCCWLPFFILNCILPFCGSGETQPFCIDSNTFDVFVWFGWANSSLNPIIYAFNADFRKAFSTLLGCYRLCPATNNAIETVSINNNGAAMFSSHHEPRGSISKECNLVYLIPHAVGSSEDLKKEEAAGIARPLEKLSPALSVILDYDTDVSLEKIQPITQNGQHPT
Apoferritin bind: binds horse apoferritin like a general anesthetic; Potency, µM (top dose mostly 77.5 µM), for the others: at the top dose activity change, negative = displacement, most hits filed as inhibitors; P02791; hit rate 0.074% among 350,000; apoferritin/1-aminoanthracene competitive binding, fluorescence; further: potency means the concentration at half of the fitted maximal effect; on the % scale 0 is the no-effect control and ±100 the full control effect; nearly all actives have a fitted effect of over 20% in size
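10 uM apoferritin + 50% sat. 1-AMA, PBS; cpd 10 min RT; Ex380/Em535 endpoint; normalized to free probe vs complex; 4-param Hill fit; propofol titration as pos. ctrl.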
D2 potentiator: positive allosteric modulators of human D2 dopamine receptor; HEK293 T-REx D2, calcium flux, EC20 dopamine potentiation; potentiation, % at 10 µM; hit rate 0.34% among 340,000; AID 485347;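 active means potentiation over 3 SD above the plate norm, cut at about 30% in these data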; further: 0% is about no effect
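Potentiation of an EC20 dopamine calcium response measured kinetically over 180 s, after a preceding 180 s compound-only read flagging agonists. Cells: inducible Hek293 Trex D2 line, 4000/well, cultured overnight at 30 C before dye loading.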
TRHR enhancer: allosterically enhances the human TRH receptor; P34981; TRHR cells, fluo-8 calcium fluorescence, EC20 TRH enhancement; enhancement, % at 2 µM; hit rate 0.66% among 360,000; AID 493056; in the data active means enhancement above about 30%; further: 0% is about no effect
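TRHR-expressing cells loaded with fluo-8 calcium dye were read kinetically (ex 480/em 530) during compound addition, then stimulated with an EC20 of TRH (10 nM final). Enhancement of the Gq-mediated intracellular calcium response was scored.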
D1 antag: blocks dopamine activation of the human D1 receptor. P21728. HEK293 TREx D1 cells, calcium flux, dopamine EC80; stronger effect = lower value. activity change, negative = inhibition, % at 10 µM. hit rate 3.2% among 360,000; in the data active means activity change below about -30%; further: on the % scale 0 is the no-effect control and ±100 the full control effect
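Antagonism measured as reduced calcium response to an EC80 dopamine addition following 180 s compound pre-read; cells were inducible HEK293 Trex D1 plated overnight at 30 C, read kinetically at 1 cycle/sec.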
RXFP1 antag: RXFP1 (human) relaxin receptor antagonism; Q9HBX9; HEK293-RXFP1, relaxin-stimulated cAMP HTRF, 30 min; stronger effect = lower value; activity change, negative = inhibition, % at 57.5 µM; hit rate 0.59% among 350,000; AID 1259400;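 active means activity change of -60% or lower, but not beyond a set lower limit; inconclusive means change between -60% and -40%, or beyond the set limit; inactive means change above -40%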; further: on the % scale 0 is the no-effect control and ±100 the full control effect
D1 agonist: agonists of human D1 dopamine receptor; P21728; hit rate 1% among 360,000; HEK293 T-REx D1 cells, calcium flux, agonist mode; activation, % at 2 µM; AID 504660; in the data active means activation above about 30%; further: 0% is about no effect
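Tetracycline-induced HEK293 TREx D1 cells, force-coupled to calcium signalling, were dye-loaded with a no-wash calcium kit. Compound was pin-added after a 10 s baseline. Fluorescence was read kinetically at 1 cycle/s for 180 s, with calcium rises flagged as agonism.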
RXFP1 ag: activates the human relaxin receptor RXFP1; Q9HBX9; Potency, µM (series often up to 57.5 µM), inactives show top-dose activation, usual class: activators; hit rate 0.3% among 370,000; HEK293T-RXFP1 cAMP TR-FRET, 30 min; response scale: percent of porcine relaxin response, buffer zero; further: potency means the concentration at half of the fitted maximal effect; on the % scale 0 is the no-effect control and ±100 the full control effect; nearly all actives have a fitted effect of over 60% in size; many of its hits are not listed in these tables
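Agonist response is measured as cAMP accumulation in an RXFP1-transfected HEK293T line under PDE4 inhibition. Values are scaled between buffer-only and 29 nM porcine relaxin, and EC50s come from standard Hill equation fits.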
* = called active by the depositor; ? = inconclusive; / = no result given; [ ] = remark or other dose. Unless noted, the call rests on the fitted dose curve; in most records, active means well fitted curve in the direction sought with a large enough effect; inconclusive means small, poorly fitted or top-dose-only effect, or another doubt; inactive means no such curve, though single readings can be large; an effect the other way counts as inactive or inconclusive. The list is partial; the hit share may differ from the screen's.

Second line of a record: RXFP1 ag, D1 PAM, Apoferritin bind, D1 agonist, TRHR agonist, RXFP1 antag, D2 potentiator, TRHR enhancer, D1 antag
(1) c1coc(CNc2ncnc3ccccc23)c1
    2.3%, -8, -8%, 19, 1.5, 1, 8, 0, -23
(2) Cc1cc(C)n(CC(=O)NC2CCCc3c2cnn3-c2ccccc2F)n1 (configuration not stated)
    -0.1%, -5, -4%, -1, -0.3, 7, -3, 0, 4
(3) Cc1ccc(CCNC(=O)CCn2nc(-c3ccccc3)ccc2=O)cc1
    -0.2%, 0, 3%, -2, -0.5, /, -9, -2, -5
(4) COc1ccc(S(=O)(=O)N(CC(=O)O)c2ccccn2)cc1
    -0.9%, -2, -12%, 3, -0.7, 7, 6, 2, 11
(5) O=C(O)c1ccc(/C=N/NC(=S)NC2CCCCC2)cc1
    4.2%, 4, -8%, 4, 0.3, -9, 4, -4, 9
(6) CC(O)CNc1nc2c(c(=O)n(Cc3cccc(Cl)c3)c(=O)n2C)n1C (configuration not stated)
    -0.1%, -1, -4%, 1, 0.0, -8, -7, 3, 12
(7) Cc1ccccc1C(O)c1ccccn1 (configuration not stated)
    1.1%, -5, -11%, 2, 0.0, -6, 9, 0, 2
(8) COc1cccc(CN2CCN(C(=O)c3cc(-c4ccccn4)nc4ccc(Cl)cc34)CC2)c1
    2.0%, 4, -7%, 1, 0.6, 1, -4, -4, 9
(9) Cn1c(=O)c2cc(S(=O)(=O)NC(C(=O)Nc3cccnc3)c3ccccc3)ccc2n(C)c1=O (configuration not stated)
    3.0%, -4, -12%, 0, 0.2, /, -3, -4, -4
(10) CCCC(=O)Nc1nc2ccc(NC(=O)c3c(F)c(F)c(OC)c(F)c3F)cc2s1
    0.1%, -3, -10%, 2, 1.2, -13, -7, -4, -3
(11) CC(=O)Nc1ccc(S(=O)(=O)NCCN2CCOCC2)cc1
    1.2%, 2, -5%, 1, 1.0, 11, 8, 5, 6
(12) CC1(CCc2ccccc2)NC(=O)N(Cc2nnc(-c3ccccc3Br)o2)C1=O (configuration not stated)
    3.4%, 1, ?, 1, 0.0, -4, /, -12, -2
(13) COC(=O)C1C(=O)C=C(Nc2ccc(F)cc2F)CC1c1ccc(OC)cc1 (configuration not stated)
    2.5%, -2, -11%, 1, -0.1, -2, 2, 0, -6
(14) O=S(=O)(c1cccs1)N1CN(Cc2ccco2)c2nc3ccccc3nc21
    3.9%, 1, -2%, 3, -0.9, 1, 8, 1, 4
(15) Cc1ccc(OCC(=O)N2CCN(c3nnc(-c4ccc(C)cc4)c4ccccc34)CC2)cc1
    -0.3%, 0, -13%, 3, 0.3, -5, -16, 4, 3
(16) CCOC(=O)c1nnn(-c2nonc2N)c1COc1c(C=O)cccc1OC
    0.5%, -2, -20%, 0, 0.5, 14, 16, -3, 1
(17) O=C(O)CCNC1C=CS(=O)(=O)C1 (configuration not stated)
    1.6%, 6, 2%, 4, 0.3, -17, -6, 2, -13
(18) CC1(C)C(=O)CC[C@]2(C)C3C(=O)C=C4[C@H]5C[C@@](C)(C(=O)O)CC[C@]5(C)CC[C@]4(C)[C@]3(C)CC[C@@H]12 (some centres not stated)
    0.0%, 0, -2%, 2, -0.1, /, -7, 3, 1
(19) O=C(OCC(=O)N1CCCC1)c1ccccc1OCc1ccccc1
    0.6%, -21, 7%, 3, 0.8, -3, -1, 2, 9
(20) Cc1cc(C)n(CCOc2ccc(Cl)cc2Cl)n1
    -0.4%, -3, -11%, 2, -0.2, -1, 8, -1, -2
(21) COc1cc(C(=O)NCCc2ccc(F)cc2)ccc1OCC(=O)N1CCOCC1
    1.1%, -9, /, 3, 0.1, -1, 0, 5, -29
(22) CCCNC(=O)NC(=O)CN1C(=O)NC(C)(c2ccc3ccccc3c2)C1=O (configuration not stated)
    1.8%, -5, -11%, 0, 1.1, 1, 2, 0, -7
(23) Cc1cccc(N2CCN(C(=O)c3cc4c(=O)n(C)c5ccccc5c4n3C)CC2)c1C
    20%, 3, -10%, 3, -0.1, -11, -1, 8, 0
(24) CSCCC(NC(=O)COc1ccccc1)C(=O)OCCOc1ccc(C)cc1 (configuration not stated)
    -0.4%, /, /, 11, 0.8, 8, 4, 0, -5
(25) Cc1ccccc1CS(=O)(=O)CC1Nc2ccc(C(=O)NCc3ccc(Cl)cc3)cc2NC1=O (configuration not stated)
    3.8%, -7, -16%, 5, -0.6, -20, -11, -2, -8
(26) Cc1cc(NC(=O)c2ccc(C#N)cc2)n(-c2ccccn2)n1
    0.3%, 1, -3%, 2, 0.5, 12, -6, 1, -12
(27) Cc1ccc(CN(C(=O)c2cccs2)C2CCS(=O)(=O)C2)cc1 (configuration not stated)
    0.1%, -17, -6%, 1, -0.9, -4, 4, 3, -20
(28) CC(C)(C)c1ccc(OCCC(=O)OCC(=O)NC2CCCCC2)cc1
    0.7%, -2, /, 4, 0.1, -16, -5, -3, -44*
(29) CCn1c(SCC(=O)Nc2nc3c(s2)CCCC3)nnc1-c1ccccc1
    -0.2%, 3, ?, -1, 0.1, 17, 17, 13, -11
(30) COc1cccc(OC)c1OCCNCCO
    0.2%, -2, 5%, 3, -0.7, -2, -10, -2, -8

An excerpt from above in order of the TRHR enhancer value, rising.
cpd | Molecule | TRHR enhancer
9 | Cn1c(=O)c2cc(S(=O)(=O)NC(C(=O)Nc3cccnc3)c3ccccc3)ccc2n(C)c1=O (configuration not stated) | -4
28 | CC(C)(C)c1ccc(OCCC(=O)OCC(=O)NC2CCCCC2)cc1 | -3
22 | CCCNC(=O)NC(=O)CN1C(=O)NC(C)(c2ccc3ccccc3c2)C1=O (configuration not stated) | 0

Returning to the listing, repeating the 4 entries before the break.
Second line of a record: RXFP1 ag, D1 PAM, Apoferritin bind, D1 agonist, TRHR agonist, RXFP1 antag, D2 potentiator, TRHR enhancer, D1 antag
(27) Cc1ccc(CN(C(=O)c2cccs2)C2CCS(=O)(=O)C2)cc1 (configuration not stated)
    0.1%, -17, -6%, 1, -0.9, -4, 4, 3, -20
(28) CC(C)(C)c1ccc(OCCC(=O)OCC(=O)NC2CCCCC2)cc1
    0.7%, -2, /, 4, 0.1, -16, -5, -3, -44*
(29) CCn1c(SCC(=O)Nc2nc3c(s2)CCCC3)nnc1-c1ccccc1
    -0.2%, 3, ?, -1, 0.1, 17, 17, 13, -11
(30) COc1cccc(OC)c1OCCNCCO
    0.2%, -2, 5%, 3, -0.7, -2, -10, -2, -8
(31) CCc1ccc(NC2=CC(=O)CC(C)(C)C2)cc1
    4.1%, -9, -2%, 6, 0.1, -11, 2, 5, -10
(32) CCOc1ccc(NC(=O)c2cc3c(=O)n4cccc(C)c4nc3s2)cc1
    16%, -1, -10%, 1, 0.9, -2, /, 0, -10
(33) CCOc1ccccc1NC(=O)C1CCC(=O)N1S(=O)(=O)c1ccc(C)cc1 (configuration not stated)
    -0.5%, 1, -7%, 5, -1.1, -2, -2, 0, -8
(34) O=[N+]([O-])c1nn(-c2ccc3c(c2)OCCO3)n(O)c1=NC1CCCC1
    7.1%, 4, -15%, 4, -0.8, 15, 9, -10, -6
(35) COc1ccc(Nc2nc(N3CCN(C)CC3)nc3ccccc23)c(OC)c1
    0.0%, -14, -7%, 5, -1.0, -6, -9, -1, -29
(36) COc1ccccc1N(C)C(=O)Cn1c(=O)oc2cc(S(=O)(=O)N3CCCC3)ccc21
    -0.3%, -3, -9%, 14, -0.9, /, 7, 12, 1
(37) Cn1cccc1/C=C1\CC(C(C)(C)C)C/C(=C\c2cccn2C)C1=O (configuration not stated)
    2.5%, 2, ?, 123*, -2.8, -14, 1, 9, -8
(38) COc1ccc(Cc2nc(-c3ccc(Cl)cc3)no2)cc1
    2.4%, -5, -16%, 10, 0.4, -14, 2, 1, -14
(39) Cc1cccc(CN2CCN(Cc3cccc4nonc34)CC2CCO)n1 (configuration not stated)
    0.7%, 1, -10%, 2, 0.7, 16, -7, 1, 5
(40) O=C(OCC(=O)N1CCCc2ccccc21)c1cccnc1Cl
    -3.5%, -1, ?, 6, -1.1, -6, -7, 1, -13
(41) CC1CN(C(=O)CCC(=O)NCc2cccc(Cl)c2)c2ccccc2S1 (configuration not stated)
    1.0%, -8, 82%[activator], 4, 1.0, 8, -8, -10, -32*
(42) C=CCn1c(-c2cccc(OC)c2)n[nH]c1=S
    4.7%, -8, -11%, 4, 0.4, -11, /, -5, 11
(43) CCn1c(NCc2cccc(Cl)c2)nc2ccccc21
    -0.3%, -6, ?, 2, -0.6, /, -3, 3, -12
(44) O=S(=O)(c1ccc(Cl)cc1)c1nnn2c1nc(NCc1ccc3c(c1)OCO3)c1sccc12
    ?, -5, 2%, 0, 0.5, -11, 2, 5, 12
(45) O=C(COc1cc(O)c2c(=O)cc(-c3ccccc3)oc2c1)c1ccccc1
    1.7%, -1, -15%, 3, 0.0, -5, 2, 4, 24
